NSD2 inh = blocks human NSD2 histone methyltransferase activity. O96028. NSD2-SET H3K36me1 DELFIA fluorescence, biochemical. inhibition, % at 12.5 µM. 0.07% of 44,000 active. AID 624260; in the data active means inhibition above about 54%, passing the limit was not always enough;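 further: inhibitors reduce the monomethyl H3K36 fluorescence signal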
Target sequence (O96028 whole entry, looked up): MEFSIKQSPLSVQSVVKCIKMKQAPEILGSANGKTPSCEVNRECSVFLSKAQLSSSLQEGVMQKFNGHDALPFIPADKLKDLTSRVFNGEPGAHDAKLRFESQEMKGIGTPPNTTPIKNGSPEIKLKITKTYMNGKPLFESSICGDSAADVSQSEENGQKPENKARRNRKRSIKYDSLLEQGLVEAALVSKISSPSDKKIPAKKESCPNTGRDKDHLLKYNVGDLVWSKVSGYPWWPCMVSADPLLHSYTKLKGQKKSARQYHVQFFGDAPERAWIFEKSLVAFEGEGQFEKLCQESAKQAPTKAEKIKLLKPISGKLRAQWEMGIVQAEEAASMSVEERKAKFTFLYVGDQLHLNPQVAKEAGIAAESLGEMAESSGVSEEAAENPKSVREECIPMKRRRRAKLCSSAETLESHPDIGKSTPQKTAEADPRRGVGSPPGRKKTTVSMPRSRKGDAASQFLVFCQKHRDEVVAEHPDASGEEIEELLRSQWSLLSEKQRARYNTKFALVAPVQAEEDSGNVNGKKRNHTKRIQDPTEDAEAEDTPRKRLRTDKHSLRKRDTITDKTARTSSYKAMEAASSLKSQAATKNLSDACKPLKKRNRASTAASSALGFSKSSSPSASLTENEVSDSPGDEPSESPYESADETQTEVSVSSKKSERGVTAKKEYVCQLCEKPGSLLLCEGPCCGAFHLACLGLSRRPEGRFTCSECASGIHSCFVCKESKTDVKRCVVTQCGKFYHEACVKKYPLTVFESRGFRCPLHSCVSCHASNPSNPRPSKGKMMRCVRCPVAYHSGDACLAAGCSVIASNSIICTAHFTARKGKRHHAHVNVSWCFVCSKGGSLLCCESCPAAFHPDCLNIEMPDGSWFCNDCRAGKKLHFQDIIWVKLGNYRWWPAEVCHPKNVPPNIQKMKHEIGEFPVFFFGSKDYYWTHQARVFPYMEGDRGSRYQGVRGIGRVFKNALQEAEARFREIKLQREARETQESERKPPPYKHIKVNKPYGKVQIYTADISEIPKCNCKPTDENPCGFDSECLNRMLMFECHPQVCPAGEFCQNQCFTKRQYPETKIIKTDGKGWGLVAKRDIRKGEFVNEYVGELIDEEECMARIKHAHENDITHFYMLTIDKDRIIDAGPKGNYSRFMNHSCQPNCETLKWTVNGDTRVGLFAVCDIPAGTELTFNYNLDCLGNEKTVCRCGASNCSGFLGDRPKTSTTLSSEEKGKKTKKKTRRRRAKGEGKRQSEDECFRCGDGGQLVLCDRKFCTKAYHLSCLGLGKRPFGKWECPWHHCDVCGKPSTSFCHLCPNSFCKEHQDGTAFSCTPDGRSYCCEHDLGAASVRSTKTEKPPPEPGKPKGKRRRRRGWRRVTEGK
An asterisk follows results filed as active. These rows are one share of the data; count on the stated rates, not on these rows.

molecule	NSD2 inh
C[C@@H]1CN([C@@H](C)CO)C(=O)c2cc(NC(=O)Nc3ccc(C(F)(F)F)cc3)ccc2O[C@H]1CN(C)Cc1ccc(C(=O)O)cc1	-1
C[C@@H]1CCCCO[C@H](CN(C)C(=O)c2ccncc2)[C@H](C)CN([C@@H](C)CO)C(=O)c2cc(NC(=O)Cc3ccccc3)ccc2O1	3
COc1ccc([Si](C)(C)[C@H]2[C@H](CCO)O[C@@]3(C(=O)N(Cc4ccccc4)c4ccc(N5CCCCC5=O)cc43)[C@@H]2C)cc1	0
CC(=O)N(C)C[C@H]1Oc2cc(-c3cccc(F)c3)ccc2S(=O)(=O)N([C@@H](C)CO)C[C@H]1C	0
CC(C)C#Cc1ccc2c(c1)O[C@@H](CN(C)Cc1ccncc1)[C@H](C)CN([C@H](C)CO)S2(=O)=O	0
C[C@H]1CN([C@@H](C)CO)C(=O)CCCn2nncc2CO[C@@H]1CN(C)Cc1ccccc1C(F)(F)F	2
C[C@H]1CN([C@@H](C)CO)C(=O)c2cccc(NC(=O)C3CCOCC3)c2O[C@H]1CN(C)C(=O)Nc1ccc(C(F)(F)F)cc1	0
CN(C)c1ccc2c(c1)[C@@H]1C[C@@H](CC(=O)NCc3cccc(F)c3)O[C@@H](CO)[C@@H]1O2	5

5 compounds out of the list, sorted by heavy-atom count, rising.
molecule	NSD2 inh
CN(C)c1ccc2c(c1)[C@@H]1C[C@@H](CC(=O)NCc3cccc(F)c3)O[C@@H](CO)[C@@H]1O2	5
CC(C)C#Cc1ccc2c(c1)O[C@@H](CN(C)Cc1ccncc1)[C@H](C)CN([C@H](C)CO)S2(=O)=O	0
COc1ccc([Si](C)(C)[C@H]2[C@H](CCO)O[C@@]3(C(=O)N(Cc4ccccc4)c4ccc(N5CCCCC5=O)cc43)[C@@H]2C)cc1	0
C[C@@H]1CN([C@@H](C)CO)C(=O)c2cc(NC(=O)Nc3ccc(C(F)(F)F)cc3)ccc2O[C@H]1CN(C)Cc1ccc(C(=O)O)cc1	-1
C[C@@H]1CCCCO[C@H](CN(C)C(=O)c2ccncc2)[C@H](C)CN([C@@H](C)CO)C(=O)c2cc(NC(=O)Cc3ccccc3)ccc2O1	3

Continued:
molecule	NSD2 inh
C[C@@H]1CCCCO[C@@H](CN(C)Cc2ccc3c(c2)OCO3)[C@@H](C)CN([C@H](C)CO)C(=O)c2cc(NC(=O)c3ccccc3)ccc2O1	-3
C[C@H](CO)N1C[C@H](C)[C@@H](CN(C)CC2CCCC2)Oc2ncc(C#Cc3cccc(F)c3)cc2C1=O	-4
C[C@H]1CN([C@@H](C)CO)C(=O)c2cc(NS(C)(=O)=O)ccc2O[C@@H]1CN(C)S(=O)(=O)c1ccccc1	2
Cc1noc(C)c1S(=O)(=O)N(C)C[C@@H]1OCCCC[C@@H](C)Oc2ccc(NC(=O)NC(C)C)cc2C(=O)N([C@H](C)CO)C[C@H]1C	-4
C[C@H]1CN([C@@H](C)CO)C(=O)Cc2cc(NC(=O)Nc3ccc(C(F)(F)F)cc3)ccc2O[C@H]1CN(C)S(=O)(=O)c1ccc(F)cc1	-6
COc1ccc(CN(C)C[C@@H]2OCCCC[C@H](C)Oc3ccc(NC(=O)CCC(F)(F)F)cc3C(=O)N([C@@H](C)CO)C[C@H]2C)cc1	0
C[C@@H]1CN([C@H](C)CO)C(=O)c2cc(NC(=O)CCCN(C)C)ccc2O[C@@H](C)CCCCO[C@@H]1CN(C)C(=O)c1ccccc1	2
C[C@@H]1CN([C@H](C)CO)C(=O)Cc2cc(NC(=O)Nc3ccc(F)cc3)ccc2O[C@H]1CN(C)CC1CC1	-6

Fetched by compound from the list above:
molecule	NSD2 inh
C[C@@H]1CN([C@H](C)CO)C(=O)c2cc(NC(=O)CCCN(C)C)ccc2O[C@@H](C)CCCCO[C@@H]1CN(C)C(=O)c1ccccc1	2
C[C@H](CO)N1C[C@H](C)[C@@H](CN(C)CC2CCCC2)Oc2ncc(C#Cc3cccc(F)c3)cc2C1=O	-4

(cont.)
molecule	NSD2 inh
Cc1noc(C)c1NC(=O)Nc1ccc2c(c1)C(=O)N([C@@H](C)CO)C[C@H](C)[C@H](CN(C)Cc1ccc(Oc3ccccc3)cc1)O2	-1
C[C@@H]1CN([C@H](C)CO)C(=O)c2cc(-c3cccc(F)c3)cnc2O[C@H]1CN(C)C(=O)Nc1cc(F)ccc1F	-6
C[C@H](CO)N1C[C@H](C)[C@@H](CN(C)Cc2ccc(C(=O)Nc3ccccc3N)cc2)Oc2c(NS(=O)(=O)c3ccccc3)cccc2C1=O	-4
CC(C)CC#Cc1ccc2c(c1)O[C@H](CN(C)C(=O)Nc1ccccc1F)[C@@H](C)CN([C@@H](C)CO)S2(=O)=O	10
C[C@@H]1CN([C@H](C)CO)C(=O)c2cccc(NS(=O)(=O)c3ccc(Cl)cc3)c2O[C@@H]1CN(C)Cc1ccc(-c2ccccc2)cc1	-3
CCC(=O)N(C)C[C@H]1Oc2ncc(Br)cc2C(=O)N([C@H](C)CO)C[C@@H]1C	1
C[C@@H]1CN([C@@H](C)CO)C(=O)c2cc(-c3ccc(F)cc3)cnc2O[C@@H]1CN(C)C(=O)NC1CCCC1	0
C/C=C/c1cnc2c(c1)C(=O)N([C@@H](C)CO)C[C@H](C)[C@@H](CN(C)S(=O)(=O)c1ccccc1)O2	-2
C[C@@H]1CN([C@H](C)CO)C(=O)Cc2cc(NS(=O)(=O)c3ccc(F)cc3)ccc2O[C@H]1CN(C)C(=O)Nc1cccc2ccccc12	2
C[C@H]1CN([C@@H](C)CO)C(=O)Cc2cc(NC(=O)CCCCCC(=O)Nc3ccccc3N)ccc2O[C@@H]1CN(C)C(=O)Nc1ccc(C(F)(F)F)cc1	-2
O=C1N(CCS(=O)(=O)c2ccccc2)Cc2ccccc2[C@@H]2OC(c3ccc(OCCCO)cc3)=N[C@]12Cc1ccccc1	0
C[C@H]1CN([C@@H](C)CO)C(=O)c2cc(NC(=O)NC3CCCCC3)ccc2O[C@@H]1CN(C)Cc1ccc2c(c1)OCO2	-4
C=CC[C@H](O)c1ccc(O)c(F)c1	-4
C[C@@H]1CCCCO[C@H](CN(C)C(=O)NC2CCCCC2)[C@H](C)CN([C@@H](C)CO)C(=O)c2cc(NC(=O)c3ccncc3)ccc2O1	-3
COCC(=O)Nc1ccc2c(c1)[C@H]1C[C@H](CC(=O)N3CCOCC3)O[C@H](CO)[C@H]1O2	3
C/C=C/c1ccc2c(c1)O[C@@H](CN(C)C(=O)c1ccccc1F)[C@H](C)CN([C@H](C)CO)S2(=O)=O	4
C[C@@H]1CN([C@H](C)CO)C(=O)c2cccc(NC(=O)C3CCOCC3)c2O[C@@H]1CN(C)C(=O)NC1CCCCC1	1
COc1ccc(C#Cc2ccc3c(c2)O[C@@H](CN(C)C)[C@@H](C)CN([C@@H](C)CO)S3(=O)=O)cc1	13
CC(C)NC(=O)N(C)C[C@@H]1Oc2ncc(C#CCc3ccccc3)cc2C(=O)N([C@@H](C)CO)C[C@@H]1C	-1
COC(=O)C1=COC(O[C@@H]2O[C@H](CO)[C@@H](O)[C@H](O)[C@H]2O)[C@H]2[C@@H]1[C@H](OC(=O)CCc1ccc(O)cc1)C[C@]2(C)O (stereo partly specified)	4
CCCN(C)C[C@H]1OCCCC[C@@H](C)Oc2ccc(N(C)C)cc2C(=O)N([C@H](C)CO)C[C@@H]1C	0
CNc1cc(NS(=O)(=O)c2ccc(N)cc2)nc(NC)n1	-8
COc1ccc(NC(=O)c2ccc(-c3ccc(-c4noc(C)n4)cc3C)cc2)cc1OCCN(C)C	24
C[C@@H]1CN([C@H](C)CO)S(=O)(=O)c2ccc(C#CCC3CCCC3)cc2O[C@H]1CN(C)C	4
CC(C)NC(=O)Nc1ccc2c(c1)C(=O)N([C@@H](C)CO)C[C@H](C)[C@H](CN(C)C)O2	0
Cc1noc(C)c1NC(=O)Nc1ccc2c(c1)C(=O)N([C@H](C)CO)C[C@@H](C)[C@@H](CN(C)C)OCCCC[C@@H](C)O2	3
C[C@H]1CCCCO[C@@H](CN(C)CC2CCCCC2)[C@@H](C)CN([C@@H](C)CO)C(=O)c2cc(NC(=O)Nc3ccccc3)ccc2O1	6
C[C@H]1CN([C@@H](C)CO)C(=O)c2cc(NC(=O)Nc3ccccc3)ccc2O[C@H]1CN(C)C(=O)Nc1ccc2c(c1)OCO2	-2
C[C@H]1CCCCO[C@H](CN(C)S(=O)(=O)c2ccccc2)[C@@H](C)CN([C@@H](C)CO)C(=O)c2cc(NC(=O)Nc3ccccc3)ccc2O1	1
C[C@H]1CN([C@@H](C)CO)C(=O)Cc2cc(NC(=O)CCCCCC(=O)Nc3ccccc3N)ccc2O[C@H]1CN(C)C(=O)Nc1cccc2ccccc12	-2
COc1ccc(S(=O)(=O)N(C)C[C@@H]2Oc3ncc(/C=C/c4ccccc4)cc3C(=O)N([C@H](C)CO)C[C@@H]2C)cc1	4
CNC[C@@H]1Oc2ccc(NS(=O)(=O)c3cn(C)cn3)cc2CC(=O)N([C@@H](C)CO)C[C@@H]1C	5
CCCN(C)C[C@H]1OCCCC[C@@H](C)Oc2ccc(NC(=O)Nc3ccc(C(F)(F)F)cc3)cc2C(=O)N([C@H](C)CO)C[C@H]1C	-7
C[C@H](CO)N1C[C@H](C)[C@H](CN(C)S(C)(=O)=O)Oc2ccc(NS(=O)(=O)c3ccc(F)cc3)cc2CC1=O	1
C[C@H](CO)N1C[C@H](C)[C@@H](CN(C)C(=O)C2CCOCC2)Oc2ncc(C#CCc3ccccc3)cc2C1=O	-4
CS(=O)(=O)Nc1ccc2c(c1)[C@H]1C[C@H](CC(=O)NCc3ccccc3F)O[C@H](CO)[C@H]1O2	4
C[C@H](CO)N1C[C@H](C)[C@H](CN(C)S(=O)(=O)c2ccc(F)cc2)OCCCC[C@H](C)Oc2ccc(NC(=O)Nc3cccc4ccccc34)cc2C1=O	-1
COc1ccc(S(=O)(=O)Nc2ccc3c(c2)C(=O)N([C@H](C)CO)C[C@@H](C)[C@@H](CN(C)Cc2ccc(C(=O)Nc4ccccc4N)cc2)O3)cc1	-5
C[C@@H]1CN([C@H](C)CO)C(=O)c2cccc(NC(=O)Nc3ccccc3)c2O[C@@H]1CN(C)C	-1
C[C@H]1CN([C@@H](C)CO)C(=O)Cc2cc(NC(=O)C3CC3)ccc2O[C@@H]1CN(C)Cc1ccccc1	3
COCC(=O)N(C)C[C@H]1Oc2ncc(-c3ccc(C#N)cc3)cc2C(=O)N([C@H](C)CO)C[C@@H]1C	3
COc1ccc(CN(C)C[C@@H]2OCCCC[C@H](C)Oc3ccc(NC(=O)Nc4ccc5c(c4)OCO5)cc3C(=O)N([C@H](C)CO)C[C@H]2C)cc1	13
C[C@H](CO)N1C[C@H](C)[C@H](CN(C)S(=O)(=O)c2cccs2)OCCCC[C@H](C)Oc2ccc(NC(=O)Nc3ccc4c(c3)OCO4)cc2C1=O	0
COCCNC(=O)C[C@H]1C=C[C@@H](NC(=O)NC2CCCCC2)[C@@H](CO)O1	0
COCCOC(=O)N1C(=O)[C@@]2(c3cc(C#CC4=CCCCC4)ccc31)[C@H](C(=O)N1CCN(c3ncccn3)CC1)[C@H]1C(=O)O[C@H](c3ccccc3)[C@H](c3ccccc3)N1[C@@H]2c1ccc(O)cc1	3
CC(C)NC(=O)N(C)C[C@H]1Oc2c(NC(=O)Nc3ccccc3)cccc2C(=O)N([C@@H](C)CO)C[C@H]1C	1
CN1CCN(C(=O)C[C@@H]2C[C@H]3c4cc(NC(=O)c5ccc6c(c5)OCO6)ccc4O[C@H]3[C@H](CO)O2)CC1	-4
CC(C)NC(=O)Nc1ccc2c(c1)C(=O)N([C@H](C)CO)C[C@@H](C)[C@@H](CN(C)Cc1ccc(C(=O)O)cc1)OCCCC[C@@H](C)O2	16
C[C@@H]1CN([C@H](C)CO)C(=O)Cc2cc(NC(=O)CCC(F)(F)F)ccc2O[C@@H]1CN(C)S(=O)(=O)c1ccccc1	-6
COc1ccc(-c2cnc3c(c2)C(=O)N([C@@H](C)CO)C[C@@H](C)[C@H](CN(C)C(=O)Cc2ccccc2)O3)cc1	5
C[C@H](CO)N1C[C@H](C)[C@H](CN(C)Cc2ccc(C(=O)Nc3ccccc3N)cc2)Oc2ccc(NC(=O)C3CC3)cc2C1=O	1
C[C@H](CO)N1C[C@H](C)[C@@H](CN(C)C(=O)c2cccnc2)Oc2ncc(-c3ccc(F)cc3)cc2C1=O	-1
CCCN(C)C[C@H]1Oc2cc(C#CCC3CCCC3)ccc2S(=O)(=O)N([C@H](C)CO)C[C@H]1C	20
C[C@@H]1CN([C@H](C)CO)S(=O)(=O)c2ccc(C#C[C@@H](C)O)cc2O[C@@H]1CN(C)C(=O)Nc1ccccc1	-10
O=C(C[C@H]1C=C[C@H](NS(=O)(=O)c2ccc(F)cc2)[C@@H](CO)O1)NCc1ccncn1	11
O=C(CCCCCCC(=O)Nc1ccccc1O)NN=C1CCCCCCC1	0

The closing two compounds of the section above open the next one.
molecule	NSD2 inh
O=C(C[C@H]1C=C[C@H](NS(=O)(=O)c2ccc(F)cc2)[C@@H](CO)O1)NCc1ccncn1	11
O=C(CCCCCCC(=O)Nc1ccccc1O)NN=C1CCCCCCC1	0
O=C(OCCN1CCCCC1)c1c[nH]c2ccccc12	4
Cc1ccc(-c2cnc3c(c2)C(=O)N([C@@H](C)CO)C[C@H](C)[C@@H](CN(C)Cc2ccccc2F)O3)cc1	1
C[C@H](CO)N1C[C@H](C)[C@@H](CN(C)Cc2ccc(Oc3ccccc3)cc2)Oc2c(cccc2N(C)C)C1=O	1
C[C@H]1CN([C@@H](C)CO)C(=O)c2cc(NC(=O)C3CCCCC3)ccc2O[C@@H]1CN(C)S(=O)(=O)c1cn(C)cn1	1
C[C@H](CO)N1C[C@H](C)[C@H](CN(C)Cc2ccc(C(=O)O)cc2)Oc2ccc(NS(=O)(=O)c3ccccc3)cc2C1=O	1
C[C@@H]1CN([C@@H](C)CO)S(=O)(=O)c2ccc(-c3ccccc3)cc2O[C@@H]1CN(C)Cc1cncnc1	0
